aSyn rescue – rescues yeast growth from alpha-synuclein toxicity. Yeast expressing alpha-synuclein, growth rescue, BacTiter-Glo, 24 h. Potency, µM (series often up to 46.1 µM), inactives show at the highest dose growth rescue (activation), most hits filed as activators. hit rate 0.14% among 370,000. AID 652106; further: potency means the concentration at half of the fitted maximal effect; % of control where 0% means no effect; nearly all actives have a fitted effect of over 65% in size
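Galactose-induced alpha-syn yeast (OD600=0.02, raffinose-pregrown) + pinned cpd, 24 hr, 30 deg C; growth by BacTiter-Glo luminescence. Growth restoration scores as activation.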
PTHR1 agonist – PTHR1 (human) receptor agonism; HEK293 GP2 PTHR1 cells, GloSensor cAMP luminescence, 1 h; Potency, µM (doses to about 115 µM), for inactives: at the top dose activation, actives largely listed as activators; hit rate 0.075% among 410,000; AID 743266; further: potency means the concentration at half of the fitted maximal effect; nearly all actives have a fitted effect of over 55% in size; some results filed as inactive show a strong effect at the top dose; inactives centre near -15; many of its hits are not listed in these tables
Target sequence (Q03431 whole entry, looked up): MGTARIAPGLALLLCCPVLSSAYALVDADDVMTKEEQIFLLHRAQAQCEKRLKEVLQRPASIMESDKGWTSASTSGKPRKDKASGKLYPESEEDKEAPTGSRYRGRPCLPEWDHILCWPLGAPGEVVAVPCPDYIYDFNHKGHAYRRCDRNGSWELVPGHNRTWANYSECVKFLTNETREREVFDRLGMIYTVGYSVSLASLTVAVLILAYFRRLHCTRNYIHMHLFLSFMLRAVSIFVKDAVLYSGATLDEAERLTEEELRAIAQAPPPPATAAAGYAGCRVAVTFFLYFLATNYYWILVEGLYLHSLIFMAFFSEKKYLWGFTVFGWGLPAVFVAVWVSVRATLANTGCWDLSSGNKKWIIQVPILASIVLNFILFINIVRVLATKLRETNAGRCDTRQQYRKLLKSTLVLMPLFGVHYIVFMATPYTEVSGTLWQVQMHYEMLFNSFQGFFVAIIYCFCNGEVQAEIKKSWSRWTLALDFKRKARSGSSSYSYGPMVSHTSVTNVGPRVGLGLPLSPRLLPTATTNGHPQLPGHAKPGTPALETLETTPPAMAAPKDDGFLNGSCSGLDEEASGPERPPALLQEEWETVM
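HEK-293-derived GP2 cells expressing PTHR1 and a GloSensor cAMP reporter, 3,000/well, plated overnight, given luciferin plus IBMX (each 0.5 mM as added) for 1 h at 37 °C, then compound for 1 h at 37 °C. Luminescence was read after 15 min at room temperature.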
FUS suppressor – FUS proteinopathy suppression in yeast; S. cerevisiae FUS-expressing, growth rescue, OD600, 24 h; Potency, µM (top dose mostly 76.6 µM), inactives show top-dose growth rescue (activation), hits mostly activators; hit rate 0.24% among 390,000; AID 1347120;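 further: potency means the concentration at half of the fitted maximal effect; plate controls were DMSO vehicle for no effect and reference control for full effect; nearly all actives have a fitted effect of over 55% in size; some results filed as inactive show a strong effect at the top dose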
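Yeast expressing FUS under galactose induction, OD 0.005 in 2% galactose medium; compounds in a dilution series, 24 h at 30C. Growth rescue by absorbance at 600 nm; CP55940 positive control, DMSO negative.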
HEK293 tox – cytotoxicity in counter-screen for GLP-1R inverse agonists; HEK293 cAMP-luciferase reporter cells, luminescence, 24 h; Potency, µM (doses to about 38.3 µM), inactives show at the top dose activity change, negative = inhibition, hits mostly inhibitors; hit rate 0.13% among 410,000; AID 624418;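 further: loss of luciferase light is scored as toxicity; potency means the concentration at half of the fitted maximal effect; on the % scale 0 is the no-effect control and ±100 the full control effect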
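To flag toxic compounds, the library was rerun on cells for 24 hr at 37 deg C and 5% CO2. Viability-linked luminescence was captured 12 min after adding luciferase detection reagent.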
Abeta rescue – A-beta toxicity reversal in yeast; yeast expressing A-beta42, growth rescue, OD600, 48 h; response scale: 0% DMSO, 100% iron-clioquinol control; Potency, µM (highest dose often 46.1 µM), inactives show at the top dose growth rescue, most hits filed as activators; hit rate 0.063% among 410,000; AID 1347071; further: potency means the concentration at half of the fitted maximal effect; nearly all actives have a fitted effect of over 55% in size
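Yeast growth medium received pinned compounds, then yeast cells expressing toxic A-beta were added; plates incubated at 30 C for 48 hr. Growth read as absorbance at 600 nm, normalized to DMSO and equimolar FeCl3 plus clioquinol controls.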
TDP-43 yeast inh – rescues yeast growth from TDP-43 toxicity; TDP-43 expressing yeast growth rescue, BacTiter-Glo, 24 h; Potency, µM (highest dose often 46.1 µM), for the others: top-dose growth rescue (activation), usual class: activators; hit rate 1.8% among 410,000; AID 652104; further: potency means the concentration at half of the fitted maximal effect; % of control where 0% means no effect; nearly all actives have a fitted effect of over 50% in size
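In this qHTS, compounds that restore growth of yeast expressing TDP-43 appear as activators. Cells (OD600=0.02, galactose medium, raffinose-pregrown) are incubated with compound 24 hr at 30 deg C and growth is quantified by BacTiter-Glo.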
Akt phos inh – inhibitors of Akt phosphorylation | hit rate 0.32% among 360,000 | activity change, % for hits at 50 µM | Neuro2A IGF-stimulated pAkt S473 HTRF, 20 min; stronger effect = lower value | AID 651550; in the data active means activity change below about -80%; inconclusive means mostly about -51% to -80%; further: on the % scale 0 is the no-effect control and ±100 the full control effect
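Neuro2A cells in DMEM with 0.5% FBS, overnight at 37 deg C, given compound at single 50 µM final, then IGF (6 nM final) for 20 min at 37 deg C. Lysed; phospho-Akt Ser473 by HTRF after 24 h, 665/615 ratio.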
Mm-Cpn inhibitor – blocks the Methanococcus maripaludis chaperonin Mm-Cpn. purified Mm-Cpn ATPase, ADP Transcreener TR-FRET. Potency, µM (highest dose often 76.9 µM), without a hit: at the highest dose activity, negative = inhibition, usual class: inhibitors. hit rate 0.031% among 330,000; further: potency means the concentration at half of the fitted maximal effect; on the % scale 0 is the no-effect control and ±100 the full control effect; nearly all actives have a fitted effect of over 80% in size
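Compound-treated chaperonin, 25 nM final, turns over 10 uM ATP at 37°C for 30 min following a 10 min preincubation; ADP generated competes with ADP-d2 for Eu-cryptate antibody, lowering FRET.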
GLP-1R inv ag – acts as inverse agonist at human GLP-1 receptor | P43220 | HEK293 GLP-1R CRE-luciferase, luminescence, 24 h; GLP-1R form is constitutively active | Potency, µM (series often up to 38.3 µM), for inactives: at the highest dose activity change, negative = inhibition, actives largely listed as inhibitors | hit rate 1.6% among 410,000 | AID 624417; further: potency means the concentration at half of the fitted maximal effect; on the % scale 0 is the no-effect control and ±100 the full control effect; nearly all actives have a fitted effect of over 55% in size
Target sequence (P43220 whole entry, looked up): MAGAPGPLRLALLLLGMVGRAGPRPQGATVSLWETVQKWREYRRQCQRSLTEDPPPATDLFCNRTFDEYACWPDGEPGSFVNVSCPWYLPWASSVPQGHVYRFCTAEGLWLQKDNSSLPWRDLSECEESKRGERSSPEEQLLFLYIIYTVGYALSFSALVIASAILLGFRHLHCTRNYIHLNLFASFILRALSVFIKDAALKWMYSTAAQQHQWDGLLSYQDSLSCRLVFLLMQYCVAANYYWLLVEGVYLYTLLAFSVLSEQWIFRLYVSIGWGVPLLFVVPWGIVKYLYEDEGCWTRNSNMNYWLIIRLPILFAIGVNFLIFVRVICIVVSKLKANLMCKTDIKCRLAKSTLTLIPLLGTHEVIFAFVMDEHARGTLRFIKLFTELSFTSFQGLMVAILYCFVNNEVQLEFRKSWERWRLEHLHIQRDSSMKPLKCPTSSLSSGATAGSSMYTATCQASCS
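HEK293 cells stably co-expressing a cAMP-responsive luciferase reporter and constitutively active GLP-1R were seeded, incubated 12 h, then exposed to compounds for 24 h at 37 C. Luminescence was read 12 min after detection reagent; inverse agonists lower signal.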
Numbers without * were called inactive; i = inactive; ? = inconclusive; . = no result given; & = joins results of further samples; [ ] = another dose, or the depositor's remark. Unless noted, the call rests on the fitted dose curve; in most records, active means well fitted curve in the direction sought with a large enough effect; inconclusive means small, poorly fitted or top-dose-only effect, or another doubt; inactive means no such curve, though single readings can be large; an effect the other way counts as inactive or inconclusive.

compound	aSyn rescue	PTHR1 agonist	FUS suppressor	HEK293 tox	Abeta rescue	TDP-43 yeast inh	Akt phos inh	Mm-Cpn inhibitor	GLP-1R inv ag
O=C1CSC(c2cccc([N+](=O)[O-])c2)N1CCN1CCCCC1 (configuration not stated)	-7%	i	-32%	-30%	10%	6%	i	-9%	13%
CCOC(=O)C1CCCN(c2c(N3CCN(c4ccccn4)CC3)c(=O)c2=O)C1 (configuration not stated)	-5%	-21%	-8%	-29%	-10%	12%	i	2%	-13%
COC(=O)Cc1c(C)nc2nc(-c3ccc(C)cc3)[nH]n2c1=O	1%	-22%	-21%&2%	-1%&6%	-14%&1%	2%&-3%	i	0%	-4%&0%
Cc1ccc(NC(=O)C2CCN(C(=O)OC(C)(C)C)CC2)cc1S(=O)(=O)N1CCCCC1	2%	-93%[inhibitor]	39%	-17%	-11%	-9%	i	-1%	?
CCOC(=O)Cn1c(O)c(N=NC(=O)CNC(=O)Cc2ccccc2)c2ccccc21	-8%	i	-4%	-10%	-4%	-10%	i	0%	12%
CCCCC(=O)Nc1c2c(nn1-c1ccc([N+](=O)[O-])cc1)CS(=O)(=O)C2	1%	3%	-14%	2%	-2%	0%	i	-1%	7%
CCOC(=O)c1ccc(NC(=O)Cn2c(C)nc3c(sc(=S)n3CC)c2=O)cc1	-2%	-34%[inhibitor]	2%	5%	7%	-8%	i	0%	-6%
CCNC(=S)N(CCc1c(C)[nH]c2ccc(C)cc12)Cc1ccco1	?	-12%	43%	-15%	1%	19%	i	-8%	?
Cc1ccc(N2CC(C(=O)N3CCC(C(=O)Nc4cccc(Br)c4)CC3)CC2=O)cc1 (configuration not stated)	-2%	-10%	31%	-24%	0%	-12%	i	2%	?
C/C(CC(=O)Nc1ccc(N(C)C)cc1)=N\NC(=O)c1cnccn1	20%	4%	.	4%	10%	-7%	i	-1%	7%
Cc1cc(NC(=O)CCC(=O)N(c2ccccc2)C(C(=O)NCC2CCCO2)c2cccnc2)no1 (configuration not stated)	0%	i	8%	-14%	20%	18%	i	1%	-11%
CCCCn1c(N)c(N(C(=O)CSc2nncn2-c2ccccc2)C2CCCC2)c(=O)[nH]c1=O	0%	-24%	-13%	-6%	-4%	23%	i	.	-4%
O=C(NCCc1ccccc1Cl)c1ccc2c(c1)nc1n2CCCCC1	.	-42%[inhibitor]	9%	5%	-3%	8%	.	.	13µM*
ClC(=C\c1ccccc1)/C=N/N1CCN(c2ccccn2)CC1	-9%	-39%[inhibitor]	.	8%	0%	10%	i	1%	0%
O=C(C[n+]1cc(Br)cc(Br)c1)c1ccc(-c2ccccc2)cc1	13%	?	23%	19%	7%	-7%	i	-10%	6%
Cc1ccccc1N=Cc1cc2c(cc1[N+](=O)[O-])OCO2	-1%	-2%	-2%	-6%[1.53 µM]	4%	2%	i	1%	-3%
Cc1ccc(S(=O)(=O)c2cn(C)c3cc(N4CCN(C)CC4)c(F)cc3c2=O)c(C)c1	0%	i	12%	?	-13%	16%	i	-1%	51%[activator]
Cc1ccc(NC(=O)C2=CC(c3cccs3)=NS(=O)(=O)N2C)cc1	2%	-6%&-59%	-23%&-5%	4%&14%	-3%&-10%	19%&-1%	i	-4%	-25%&-15%
CC1(C(=O)NCc2ccccc2)Cc2c(-c3cccc(C(N)=O)c3)ccnc2O1 (configuration not stated)	1%	-47%	4%	?	-16%	0%	i	.	?
Cc1nnc(SCCC(=O)Nc2ccc(Cl)cc2)o1	-6%	i	4%	6%	13%	8%	i	-2%	-22%
COc1nc(Nc2ccccc2)nc(OC)n1	9%	-5%	-11%	-3%	-6%	5%	i	.	81%[activator]
Cn1c(=O)c2c(nc(-n3ccnc3)n2Cc2ccc([N+](=O)[O-])cc2)n(C)c1=O	8%	i	30%	0%	2%	1%	i	2%	6%
CC(=O)c1c(C)[nH]c(C(=O)CSc2nnc(C)s2)c1C	0%	-78%[inhibitor]	-11%	5%	-21%	15%	i	3%	19%
CCOC(=O)c1cc(C(=O)c2cc(Cl)ccc2O)coc1=N	0%	-15%	18%	5%	-3%	-12%	i	0%	-8%
CN1CCN(C(c2cccc(C(F)(F)F)c2)c2nnnn2C(C)(C)C)CC1 (configuration not stated)	3%	i	19%	-9%	4%	-17%	i	0%	-11%
Cc1ccc(SCCNC(=O)/C=C/c2ccc(Cl)cc2)cc1	3%	-7%	.	10%	-6%	18%	i	1%	21%
CCOC(=O)C1(C)NC(c2ccc(O)cc2)C2C(=O)N(c3ccccc3)C(=O)C21 (configuration not stated)	0%	i	-15%	2%	-6%	3%	i	0%	14%
CCOc1ccc(NC(=O)CN(C)C(=O)c2cc([N+](=O)[O-])ccc2N2CCOCC2)cc1OCC	-6%	-23%	12%	-24%	0%	8%	i	0%	5%
CC(C)CC(=O)Nc1cc2c3c(c1)CCN3C(=O)CC2	2%	i	-30%	5%	-5%	8%	.	-3%	22%
Cc1cc(=O)n2c(nc3ccccc32)s1	0%	-46%[inhibitor]	12%	-15%	-24%	?	i	.	19%
COc1ccc(NC(=O)c2cc3c(s2)CCC(C)C3)cc1S(=O)(=O)N1CCOCC1 (configuration not stated)	-4%	-43%[inhibitor]	.	-25%	2%	11%	i	-2%	?
COC(=O)c1c(NC(=O)CSc2ncn[nH]2)sc(C)c1C	6%	-27%	.	-4%	-11%	-1%	i	1%	27%
O=C(CCCN1C(=O)/C(=C/c2ccccc2Cl)SC1=S)NNC(=O)c1cccnc1	1%	?	-1%	-16%	-18%	-5%	i	5%	-11%
O=C(/C=C/c1c(Cl)cccc1Cl)N1CCOCC1	23%	i	-12%	3%	-18%	20%	i	-4%	10%
Cc1ccc(CCNC(=O)Cc2ccc(NC3=NC4CS(=O)(=O)CC4S3)cc2)cc1 (configuration not stated)	0%	-20%	-8%	2%	2%	0%	i	-2%	6%
CCC(=O)N1c2ccc(S(=O)(=O)CCC(=O)N3CCN(c4ccccc4F)CC3)cc2CC1C (configuration not stated)	-3%	-42%[inhibitor]	30%	-3%	-3%	18%	i	-1%	20%
CCOC(=O)c1c(C)[nH]c(C(=O)CN2C(=O)NC(C)(c3ccc4ccccc4c3)C2=O)c1C (configuration not stated)	1%	-11%	20%	4%	19%	-14%	i	-5%	?
CC(=O)Nc1ccc(OCC(O)Cn2ccnc2)cc1 (configuration not stated)	2%	i	-23%	0%	3%	5%	i	-2%	-8%
CC(=O)c1c(O)cc(C)n(Nc2nc(C)cc(C)n2)c1=O	?	0%[57.5 µM]	19%	-1%	16%	-16%	i	-4%	0%
CC1CC(=O)c2cnc(NCc3ccco3)nc2C1 (configuration not stated)	-8%	-33%[inhibitor]	22%	-17%	1%	-2%	i	1%	1%
COc1ccc(OCC(=O)N2CCN(C(=O)c3cccc(F)c3)CC2)cc1	-3%	i	-4%	6%	-9%	1%	i	2%	1%
COCCNC(=O)/C(C#N)=C/C=C/c1ccccc1	-6%	0%	-8%	-12%	0%	2%	i	-6%	66%[activator]
COc1ccc(OC)c(NC(=O)CCNS(=O)(=O)c2cccs2)c1	-5%	-31%[inhibitor]	?	-9%	-14%	-6%	i	1%	-3%
CCCc1cc(=O)[nH]c(SCC(=O)OCc2ccccc2)n1	8%	i	10%	8%	19%	8%	i	3%	0%
O=C(CN1CCN(Cc2ccc3c(c2)OCO3)CC1)Nc1cc(S(=O)(=O)N2CCCC2)ccc1Cl	-5%	-30%	12%	4%	-4%	-23%	i	1%	-4%
COC(=O)c1cn(N(C)c2ncc(C(F)(F)F)cc2Cl)c(=O)c2ccccc12	-25%	i	16%	1%	-6%	13%	i	1%	?
O=C(NC1CCCC1)c1ccc(COc2ccccc2Br)o1	-10%	18%	18%	-24%	-19%	19%	i	0%	?
CCCCc1c(O)nc2ccccn2c1=O	-4%	2%	5%	3%[1.53 µM]	7%	3%	i	0%	33%[activator]
COc1ccc(C(=O)COC(=O)c2ccccn2)c(OC)c1	-5%	-64%[inhibitor]	10%	0%	-14%	-25%	i	0%	20%
O=C(NCc1ccc2c(c1)OCO2)c1ccc2c(c1)N(Cc1ccccc1F)C(=O)c1ccccc1S2	.	i	26%	6%	4%	2%	.	.	-17%

Carrying on:
compound	aSyn rescue	PTHR1 agonist	FUS suppressor	HEK293 tox	Abeta rescue	TDP-43 yeast inh	Akt phos inh	Mm-Cpn inhibitor	GLP-1R inv ag
CC(C)C(C)NC(=O)CN1C(=O)NC2(CCc3ccccc32)C1=O (configuration not stated)	6%	-18%	16%	-3%	8%	0%	i	0%	3%
COc1cccc(-n2c(-c3ccc(Cl)cc3)cc3c2CC(C)(C)CC3=O)c1	.	-24%	0%	-2%	-7%	1%	.	.	-10%
COCCOC(=O)c1c(-c2ccccc2)c(-c2ccccc2)nn(C)c1=O	.	i	29%	0%	7%	7%	.	.	5%
COc1ccc(OC)c(NC(=O)CN(Cc2ccccc2)S(C)(=O)=O)c1	-2%	-36%[inhibitor]	-16%	-1%	11%	1%	i	-2%	9%
CCN(C(=O)COC(=O)c1cnccn1)c1cccc2ccccc12	10%	-8%	-2%	-15%	2%	-7%	i	-1%	-9%

Screens (PubChem BioAssay)

Not all compounds are listed; count on the stated rates, not on these rows.
